# CHRM5 antagonist: blocks acetylcholine activation of human M5 receptor | P08912 | 360,000 compounds, 0.59% hits | inhibition, % at 3 µM | CHO-hM5 cells, Fluo-8 calcium fluorescence, ACh EC80;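 active means inhibition above a per-plate cutoff, the mean of that plate's test compounds plus 3 SD, cut at about 27% in these data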;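 further: 0% = acetylcholine EC80 with DMSO and 100% = DMSO without agonist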
# Target sequence (P08912 whole entry, looked up): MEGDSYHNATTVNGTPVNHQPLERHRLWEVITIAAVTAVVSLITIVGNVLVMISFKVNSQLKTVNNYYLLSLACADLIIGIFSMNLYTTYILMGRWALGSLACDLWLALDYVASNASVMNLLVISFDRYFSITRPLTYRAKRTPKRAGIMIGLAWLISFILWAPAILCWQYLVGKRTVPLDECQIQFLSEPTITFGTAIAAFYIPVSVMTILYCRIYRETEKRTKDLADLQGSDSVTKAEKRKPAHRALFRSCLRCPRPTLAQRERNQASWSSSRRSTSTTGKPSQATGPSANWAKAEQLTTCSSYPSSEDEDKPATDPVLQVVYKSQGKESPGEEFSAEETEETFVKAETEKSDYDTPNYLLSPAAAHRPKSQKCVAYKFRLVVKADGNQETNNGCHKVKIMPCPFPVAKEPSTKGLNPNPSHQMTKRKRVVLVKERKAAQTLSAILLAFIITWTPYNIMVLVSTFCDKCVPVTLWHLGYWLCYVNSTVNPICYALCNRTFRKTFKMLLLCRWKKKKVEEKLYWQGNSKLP
# CHO-K1 Ca antag: counter-screen for M1 antagonists: effect in parental CHO-K1 cells; ATP-induced calcium, Fluo-8 fluorescence; inhibition, % at 3 µM; 360,000 compounds, 0.6% hits;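 active means inhibition above a per-plate cutoff, the plate's mean sample inhibition plus 3 SD, cut at about 24% in these data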;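 further: 0% = DMSO plus EC80 ATP and 100% = DMSO alone without ATP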
# M1 ag parental: M1 agonist counterscreen hit in parental CHO-K1 cells. Fluo-8 calcium fluorescence; scaled to maximal ATP response, vehicle zero. activation, % at 3 µM. 360,000 compounds, 0.48% hits. AID 602248; in the data active means activation above about 15%;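 further: untransfected CHO-K1 host cells lacking M1 receptor as counterscreen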
# M5 ag: CHRM5 agonism in calcium assay; CHO-K1 hM5 cells, Fluo-8 calcium fluorescence; 0% DMSO wells, 100% maximal acetylcholine response; AID 624037; P08912; 360,000 compounds, 0.19% hits; activation, % at 3 µM;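 active means activation above the run's mean over test compounds plus 3 SD, cut at about 23% in these data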;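 further: signal is peak over basal fluorescence ratio across the kinetic read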
# CHRM4 agonist: CHRM4 agonism in calcium assay; activation, % at 3 µM; AID 624127; CHO-K1 hM4/Gqi5, Fluo-8 calcium fluorescence; vehicle 0%, full acetylcholine response 100%; P08173; 360,000 compounds, 0.14% hits;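 active means activation above the run mean over all test wells plus 3 SD, cut at about 32% in these data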;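 further: peak over basal fluorescence ratio per well then scaled between controls; 0% = DMSO wells and 100% = acetylcholine at EC100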
# Target sequence (P08173 whole entry, looked up): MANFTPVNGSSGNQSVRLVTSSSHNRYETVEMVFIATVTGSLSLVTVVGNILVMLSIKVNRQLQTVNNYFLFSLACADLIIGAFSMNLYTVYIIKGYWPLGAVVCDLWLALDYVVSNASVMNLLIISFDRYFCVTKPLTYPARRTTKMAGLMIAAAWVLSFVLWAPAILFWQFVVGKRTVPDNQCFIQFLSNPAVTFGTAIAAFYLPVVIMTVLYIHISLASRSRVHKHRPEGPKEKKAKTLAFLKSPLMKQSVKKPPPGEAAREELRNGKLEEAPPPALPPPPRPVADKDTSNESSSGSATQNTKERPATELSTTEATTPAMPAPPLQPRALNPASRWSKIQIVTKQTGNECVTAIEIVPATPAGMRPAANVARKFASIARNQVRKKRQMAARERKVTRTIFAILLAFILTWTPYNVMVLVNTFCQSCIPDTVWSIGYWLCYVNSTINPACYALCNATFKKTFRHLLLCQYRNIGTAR
# CHRM4 antagonist: CHRM4 antagonism in calcium assay | P08173 | CHO-hM4 cells, ACh EC80, Fluo-8 calcium fluorescence | inhibition, % at 3 µM | 360,000 compounds, 0.73% hits | AID 624125;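 active means inhibition above its plate's cutoff, the mean inhibition of sample wells plus 3 SD, cut at about 27% in these data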;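 further: 0% = acetylcholine EC80 with DMSO and 100% = DMSO without agonist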
# CHRM5 PAM: positive allosteric modulators of human muscarinic M5 receptor; CHO-K1 hM5, Fluo-8 calcium, ACh EC20 PAM; 0% = ACh EC20, 100% = ACh EC100; activation, % at 3 µM; 360,000 compounds, 0.3% hits; AID 624038; P08912;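 active means activation above the run cutoff, the mean activation of all test compounds plus 3 SD, cut at about 18% in these data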
#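 System: CHO-K1 cell line with stable human muscarinic M5 receptor expression | Also added: EC20 acetylcholine as agonist stimulus | Compound: One concentration, 3 µM final (nominal) | Timing: Fluo-8 loading 80 min at 37 °C plus 30 min room temperature | Measured by: Fluo-8 calcium dye fluorescence, kinetic read | Read-out basis: % activation, ACh-normalized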
# M1 PAM parental: nonselective activator or artifact in parental CHO-K1 calcium assay; activation, % at 3 µM; 360,000 compounds, 0.02% hits; ATP EC20, Fluo-8 calcium fluorescence; 0% at ATP EC20, 100% at ATP max;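 active means activation above the run cutoff, the mean activation of all test compounds plus 3 SD, cut at about 40% in these data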;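 further: peak over basal fluorescence ratio in a 140 s read after ATP addition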
# CHRM4 PAM: CHRM4 positive allosteric modulation; P08173; CHO-K1 hM4/Gqi5, Fluo-8 calcium fluorescence, ACh EC20; 0% = ACh EC20, 100% = maximal ACh; activation, % at 3 µM; 360,000 compounds, 0.4% hits; AID 624126;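 active means activation above its plate's cutoff, the mean activation of sample wells plus 3 SD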; further: some results filed as inactive read as strong as hits
# The depositor's hits bear a star.
SMILES,CHRM5 antagonist,CHO-K1 Ca antag,M1 ag parental,M5 ag,CHRM4 agonist,CHRM4 antagonist,CHRM5 PAM,M1 PAM parental,CHRM4 PAM
CCn1c(SCC(=O)Nc2cc(F)ccc2C)nnc1-c1ccccc1O,4,-12,3.3,0,5,11,-7,17,-2
O=C(NNS(=O)(=O)c1ccc(F)c(Cl)c1)c1cccc(S(=O)(=O)N2CCOCC2)c1,7,-8,0.8,-1,1,-10,-3,24,2
O=C(CC12CC3CC(CC(C3)C1)C2)NC(Cc1ccccc1)C(=O)O (centres undefined),-7,13,0.0,0,1,-8,6,-12,2
CCS(=O)(=O)c1ccc(Sc2nncn2C)c([N+](=O)[O-])c1,5,1,0.3,-1,2,9,3,1,2
Cc1nc2sc(C(c3ccccc3)N3CCC(O)CC3)c(O)n2n1 (centres undefined),-4,0,0.2,-6,1,10,8,3,5
CCCOC(=O)c1c(-c2ccc(C)cc2C)csc1NC(=O)C1C2CCC(O2)C1C(=O)O (centres undefined),6,1,0.5,-4,1,-3,2,22,2
CCCCCCCCCCCCN1[C@@H](CC(=O)O)c2cc(F)ccc2S1(=O)=O,9,1,-0.3,2,2,11,-9,10,-7
CN1CCc2cc(O)c(O)cc2C(c2ccccc2)C1 (centres undefined),0,13,-0.3,-1,1,-6,-7,1,5
Cc1cc(=O)[nH]c(SCC(=O)N2CCCCCC2)n1,-7,-6,0.7,-2,1,6,7,20,-3
Cc1c(NC(=O)c2cn3ccccc3n2)cccc1-n1cnnn1,5,-2,0.2,3,0,-2,-7,4,-9
CCCCC(C(=O)NC(C)(C)C)N(Cc1ccccc1)C(=O)c1snc(C(N)=O)c1N (centres undefined),-2,1,1.7,-4,3,7,-3,-4,-9
CCCCn1c(=O)nc2n(-c3ccc(Cl)cc3)c3ccccc3cc-2c1=O,-9,27*,-0.5,0,1,-19,3,-16,6
O=C(Nc1ccccc1-c1ccccc1)c1cc(C(F)(F)F)cc(C(F)(F)F)c1,1,15,-0.4,-1,0,-4,-3,-8,3
Cc1noc(C)c1COc1cccc(C(=O)OC(C)C#N)c1 (centres undefined),0,-7,0.1,-6,0,-3,2,9,-1
COc1ccc(S(=O)(=O)NCc2ccccn2)cc1NC(=O)c1ccc(Cl)cc1,2,6,-0.4,-3,4,-10,0,-13,7
CN(CC(=O)Nc1ccc(Cl)c(C(F)(F)F)c1)C(=O)CNC(=O)C1CCCCC1,-2,7,0.1,3,3,-18,-2,-1,10
O=S1(=O)[C@H]2C[C@@H]3C=C[C@@]2(CN1Cc1ccc(F)cc1)O3,12,-14,-0.2,-2,1,6,3,-14,14
O=C1CS/C(=N/N=C/c2ccncc2)N1,-6,-5,0.3,1,1,2,-2,14,-2
O=C(CN1CCCN(S(=O)(=O)c2ccc(F)cc2)CC1)Nc1cccc(F)c1,-12,-14,2.6,-2,4,-19,2,12,2
CC1=C(C)CC(C(=O)Nc2cccc([N+](=O)[O-])c2)C(C(=O)O)C1 (centres undefined),4,9,7.9,-2,0,12,-1,-3,-3
COc1cc(OC)c(OC)cc1/C=N/NC(=O)c1cc(-c2cccn2C)n[nH]1,-1,8,0.9,-1,4,13,0,-7,-8
CN1C(=O)[C@H]2[C@@H](C3CC3)N3C(=O)CN(CC4CC4)C(=O)[C@@]3(C)[C@H]2C1=O,8,-6,0.4,0,2,-5,8,-6,7
NC(=O)c1cccc(-c2ccnc3c2CC(C(=O)NCCc2ccccc2)O3)c1 (centres undefined),6,-6,0.8,1,2,-6,-2,15,0
Cc1ccc(N(CCCCN2C(=O)c3ccccc3C2=O)C(=O)c2cccc([N+](=O)[O-])c2)cc1,2,-7,0.7,-6,-1,11,-6,1,-21
O=C(CSCc1c(Cl)cccc1Cl)Nc1ccccc1-c1ccccc1,6,-5,0.1,-1,0,9,-6,20,-2
CCN(CC)CCNC(=O)c1ccc2c(c1)NC(=O)c1ccccc1S2,7,5,-0.2,-6,0,12,1,11,-4
CC(C)(C)NC(=S)NNC(=O)[C@H]1C[C@@H]1c1ccccc1,0,-7,1.6,4,0,3,2,16,2
O=C(CN1C(=O)NC2(CCCC2)C1=O)Nc1nc2ccccc2[nH]1,-1,7,0.1,3,1,-15,-4,-12,15
CCN(C(=O)CSc1nccc(=O)[nH]1)c1cccc2ccccc12,5,-10,0.1,1,0,3,-9,-11,0
O=C1NC(=S)SC1=C1CCCCCC1,-1,2,1.5,-4,3,1,1,-8,-4
c1ccc(Oc2cc(-n3cncn3)ncn2)cc1,-5,-11,1.6,-2,1,6,3,28,7
CCCc1nc2ccccc2c(=O)n1N,-3,-9,0.2,-5,1,-12,3,23,3
Cc1ccc(NC(=O)c2c(C)nn(-c3ccccc3)c2Cl)cc1,8,-4,0.1,-7,-1,4,-9,-1,-8
CC1CC(C)(C)N2C(=O)C3(Nc4ccccc4S3)c3cccc1c32 (centres undefined),-3,-15,2.0,1,2,3,7,18,4
C[C@@H]1CC2=C(C(=O)OC(C)(C)O2)[C@@H](C2CC2)O1,0,-11,1.4,3,1,-9,0,18,7
O=C(COC(=O)c1cccnc1Nc1ccccc1F)NC1CC1,1,-1,0.1,0,2,3,-3,9,-5
CCOc1ccc(S(=O)(=O)N(C)c2ccc(OCC(=O)Nc3nc4ccccc4s3)cc2)cc1,14,5,0.1,0,2,7,12,-9,2
CN1/C(=C\C=O)C(C)(C)c2ccccc21,6,-11,0.5,4,1,5,2,11,-6
CC(C)(C)c1cc(CCC(=O)NNC(=O)c2ccncc2)cc(C(C)(C)C)c1O,-10,4,-0.7,6,0,-22,5,2,8
C=CCNc1nc(C(=O)OCC(=O)N(Cc2ccccc2)C(C)C)cs1,7,-12,3.8,6,9,-6,-4,5,1

# 4 entries picked at random from those above, as already listed:
SMILES,CHRM5 antagonist,CHO-K1 Ca antag,M1 ag parental,M5 ag,CHRM4 agonist,CHRM4 antagonist,CHRM5 PAM,M1 PAM parental,CHRM4 PAM
O=C(NNS(=O)(=O)c1ccc(F)c(Cl)c1)c1cccc(S(=O)(=O)N2CCOCC2)c1,7,-8,0.8,-1,1,-10,-3,24,2
O=S1(=O)[C@H]2C[C@@H]3C=C[C@@]2(CN1Cc1ccc(F)cc1)O3,12,-14,-0.2,-2,1,6,3,-14,14
CN1CCc2cc(O)c(O)cc2C(c2ccccc2)C1 (centres undefined),0,13,-0.3,-1,1,-6,-7,1,5
Cc1ccc(NC(=O)c2c(C)nn(-c3ccccc3)c2Cl)cc1,8,-4,0.1,-7,-1,4,-9,-1,-8

# (cont.)
SMILES,CHRM5 antagonist,CHO-K1 Ca antag,M1 ag parental,M5 ag,CHRM4 agonist,CHRM4 antagonist,CHRM5 PAM,M1 PAM parental,CHRM4 PAM
Cc1ccc(S(=O)(=O)NCCC(=O)NCC(c2cccs2)N2CCOCC2)cc1 (centres undefined),-2,-7,0.3,0,1,-3,4,10,-2
CCCCS(=O)(=O)N1CCCC(C(=O)Oc2ccccc2)C1 (centres undefined),0,6,0.3,-3,-1,-2,4,15,6
CCn1c(SCC(=O)NCC2CCCO2)nc2ccccc21 (centres undefined),5,-11,0.5,3,2,-10,3,-6,8
O=C(c1ccc2ncsc2c1)N1CCN(c2cccc(C(F)(F)F)c2)CC1,3,0,4.3,-4,11,9,-9,22,-12
NC(N)=Nc1nc(CSCC/C(N)=N/S(N)(=O)=O)cs1,2,-10,0.6,-1,1,-3,0,22,1
O=C(COc1ccc2c(-c3ccccc3)cc(=O)oc2c1)Nc1cccnc1,2,-4,8.0,3,12,0,5,-3,0
O=C(Nc1ccc(F)cc1)N1CCN(c2ccc3nnc(-c4ccc(F)cc4)n3n2)CC1,-5,1,0.5,1,3,1,-1,7,2
O=S(=O)(c1ccc2c(c1)OCCO2)N1CCN(Cc2ccc3c(c2)OCO3)CC1,10,-2,1.3,-5,-1,7,-8,15,-8
O=C(CN1C(=O)/C(=C/c2ccc(F)cc2)SC1=S)NC1C=CS(=O)(=O)C1 (centres undefined),0,0,0.6,1,1,3,3,-19,4
CCCCCC(=O)Nc1ccc(Cc2ccncc2)cc1,2,9,0.2,-3,0,-2,-9,7,0
O=S(=O)(c1cc(Cl)ccc1Cl)N1CCN(Cc2ccc3c(c2)OCO3)CC1,1,-16,-0.1,-4,-1,3,-7,5,-9
COc1ccc(-c2noc(CSc3nnc(-c4ccncc4)n3-c3ccc(F)cc3)n2)cc1OC,0,-21,2.2,3,5,-1,-2,14,-1
CC(C)Nc1oc(Cc2cccc3ccccc23)nc1C#N,5,-14,6.0,0,7,8,-5,9,-4
CC(=O)c1ccc(OCC(O)CN2CCN(CCN3C(=O)c4cccc5cccc(c45)C3=O)CC2)cc1 (centres undefined),4,-5,3.3,-2,8,-9,-3,16,-9
Cn1c(CCN2CCCCC2)nc2cc(NS(=O)(=O)c3ccccc3)ccc21,8,12,0.1,-8,2,11,-5,-7,-10
COc1ccccc1C(=O)C1CCCN(C(=O)c2cccnc2SC)C1 (centres undefined),8,0,1.0,-9,2,4,7,2,-1
COC(C[C@H]1O[C@H]1[C@@H](O)[C@@H](C)OCc1ccccc1)OC,12,3,-0.5,-1,1,-7,7,-6,7
Cc1cc(Cl)c(S(=O)(=O)N2CC(C)OC(C)C2)cc1OCC(N)=O (centres undefined),10,7,0.1,0,1,10,-5,-4,-3
Cc1noc(C)c1S(=O)(=O)NCCN1CCN(c2ccccc2)CC1,-5,-9,0.9,-4,4,-12,4,19,17*
COc1ccccc1C(=O)NCC(=O)OC(C)C(=O)N(C)C1CCCCC1 (centres undefined),18,-16,0.1,-3,1,3,-5,12,-6
O=[N+]([O-])c1cc([N+](=O)[O-])c(Oc2c(F)cc(F)cc2F)cc1NN1CCCCC1,-1,-18,0.0,1,0,-4,4,-11,13
Cc1occc1C(=O)NCc1ccc2c(c1)OCO2,5,12,-0.1,0,1,4,-3,-7,4
COC1CCCN(C(=O)c2cccc(OC3CCN(S(C)(=O)=O)CC3)c2)C1 (centres undefined),21,6,0.8,-5,1,13,-8,-2,-1
CC(=O)c1cccc(CN2CCN(C3CCCCC3)C(CCO)C2)c1 (centres undefined),14,-3,-0.4,-5,-1,-7,-5,-6,-22
CSCCOC(=O)COc1ccc(/C=N/NC(=O)c2nn(C)cc2Cl)cc1,3,5,0.8,0,2,4,-5,-1,-4
Cc1ccc(OCc2nnc(SCC(=O)Nc3ccc4c(c3)OCCO4)n2Cc2ccco2)cc1,0,-5,1.4,-1,2,5,-1,12,7
O=C(c1ccccc1)c1cccn1CC(=O)N1CCCCCC1,2,7,0.3,-2,0,13,-4,-1,8
O=C(COc1ccccc1Cl)NCc1ccccc1,2,-7,0.2,-2,0,0,3,15,-6
O=C(CN1C(=O)NC2(CCOc3ccccc32)C1=O)NCc1ccc(F)cc1 (centres undefined),8,-10,0.1,-2,1,-11,-15,2,4
Nc1c(C(=O)O)sc2nc(-c3ccccc3)cc(-c3ccc(F)cc3)c12,-10,-17,0.4,6,0,-13,21*,19,7
Cc1noc(C)c1-c1ccc(C(=O)NC2CCCCC2)c2occc12,-1,-8,0.2,-2,1,-3,-3,9,3
Cc1ccccc1C1CC(c2cccs2)Nc2nnnn21 (centres undefined),-5,7,0.7,1,2,-16,5,12,5

# Compound activity (PubChem)
